Screening results deposited in PubChem by NCI.
All columns: NCI-60 one-dose screen, growth in % after 48 h at 10 µM unless noted; 100 = growth as untreated, 0 = no growth, -100 = all killed.
HL-60(TB): HL-60(TB) leukemia cells. 78,000 tested, 9% active. AID 1794776; active = growth percent below 10
Starred values were filed as active, the others as inactive; & = joins results of further samples. An excerpt; rates above refer to the full screens.

What do the screens show for `Cc1cc([Se][Se]c2cc(C)c(C)cc2[N+](=O)[O-])c([N+](=O)[O-])cc1C`?
HL-60(TB): 99

What do the screens show for `O=C1CC2OCCC3=CN4CCC56c7ccccc7N1C5C2C3CC46` (stereo unspecified)?
HL-60(TB): 106

How did COc1ccc2c(c1)c(-c1nc(-c3c[nH]c4ncccc34)cs1)cn2CCNC(=O)OC(C)(C)C do in these assays?
HL-60(TB): 69

What do the screens show for `CC(=O)C(C(=O)CC(C)C)C(C)C` (stereo unspecified)?
HL-60(TB): 82

Results for c1ccc(COc2cccc(-c3nc4sccn4c3-c3ccncn3)c2)cc1 ?
HL-60(TB): 104

Results for O=C(O)c1cn(C2CC2)c2cc(N3CCN(Cn4nc(-c5ccncc5)oc4=S)CC3)c(F)cc2c1=O ?
HL-60(TB): 108

How did COc1cc(-c2nc3ccccc3o2)cc(CN2CCN(c3ccccc3)CC2)c1O do in these assays?
HL-60(TB): 71

Results for Cc1ccc(/C(=N\c2sc(-c3ccccc3)nc2-c2ccccc2)N2CCN(c3ccccc3F)CC2)cc1 ?
HL-60(TB): 101

Results for O=c1[nH]c(=S)[nH]cc1Oc1ccc(Cl)cc1 ?
HL-60(TB): 98

Results for Nc1ccc(C2c3ccccc3Oc3ccccc32)cc1 ?
HL-60(TB): 115

How did Cc1ccnc2ccc(O)cc12 do in these assays?
HL-60(TB): 102

How did CCOc1ccc(-n2nc(C(=O)Nc3ccc(F)c(F)c3)nc2-c2cc(OC)c(OC)c(OC)c2)cc1 do in these assays?
HL-60(TB): 89

How did Nc1nc(N)nc(Cn2c(-c3nonc3N)nc3ccccc32)n1 do in these assays?
HL-60(TB): 100

How did CSc1nc(=O)n(Cc2ccc(F)cc2)c(=O)n1Cc1ccc(Cl)cc1 do in these assays?
HL-60(TB): 91

Results for COc1cc(/C=C2\CC/C(=C\c3cc(CN4CCCCC4)c(O)c(OC)c3)C2=O)cc(CN2CCCCC2)c1O ?
HL-60(TB): 104

Brought forward from above: 5 entries, followed by the next part.
How did Cc1ccnc2ccc(O)cc12 do in these assays?
HL-60(TB): 102

How did CCOc1ccc(-n2nc(C(=O)Nc3ccc(F)c(F)c3)nc2-c2cc(OC)c(OC)c(OC)c2)cc1 do in these assays?
HL-60(TB): 89

How did Nc1nc(N)nc(Cn2c(-c3nonc3N)nc3ccccc32)n1 do in these assays?
HL-60(TB): 100

How did CSc1nc(=O)n(Cc2ccc(F)cc2)c(=O)n1Cc1ccc(Cl)cc1 do in these assays?
HL-60(TB): 91

Results for COc1cc(/C=C2\CC/C(=C\c3cc(CN4CCCCC4)c(O)c(OC)c3)C2=O)cc(CN2CCCCC2)c1O ?
HL-60(TB): 104

How did COc1ccc(Cn2c(C(N)=O)cc3c2-c2nc(N)ncc2CCC3)cc1 do in these assays?
HL-60(TB): 121

How did COc1cc(-c2nc3ccccc3s2)cc(CN2CCN(c3ccccc3)CC2)c1O do in these assays?
HL-60(TB): 93

Results for CC(=O)OCc1nc(C#N)c(N(C)C)o1 ?
HL-60(TB): 97

Results for Fc1ccc(C2=NN[C@H](c3cn(-c4ccccc4)nc3-c3ccccc3)C2)cc1 ?
HL-60(TB): 112

What do the screens show for `CC(=O)NCc1c(I)c(NC(C)=O)c(I)c(C(=O)O)c1I`?
HL-60(TB): 108

How did C[C@]12CC[C@H]3[C@@H](CC=C4c5sc(-c6ccccc6O)nc5CC[C@@]43C)[C@@H]1CC[C@@H]2O do in these assays?
HL-60(TB): 74

What do the screens show for `CCCCCCCCn1c(=N)c(S(=O)(=O)c2ccccc2)cc2c(=O)n3ccccc3nc21`?
HL-60(TB): 116

How did Cc1nc(-c2ccccc2)ccc1-c1nnc(SCC(=O)c2ccc(Cl)cc2)o1 do in these assays?
HL-60(TB): 108

Results for O=c1oc2cc([N+](=O)[O-])ccc2n1SC(Cl)(Cl)Cl ?
HL-60(TB): 93

What do the screens show for `c1ccc(N=N/C(=N/Nc2ccccc2)c2ccccc2)cc1`?
HL-60(TB): 102

What do the screens show for `CC(=O)c1c[nH]c2ccccc12`?
HL-60(TB): 114

What do the screens show for `CCc1ccc(C2=C/C(=C/c3ccc(F)cc3)C(=O)N2CCc2ccc(S(N)(=O)=O)cc2)cc1`?
HL-60(TB): 98

How did CC(=O)Oc1cc(OC(C)=O)c2oc(=O)c(-c3ccccc3)cc2c1 do in these assays?
HL-60(TB): 48

How did O=C1NC(=S)NC(=O)C1=Cc1cc(-c2ccc(Br)cc2)n(-c2ccccc2)n1 do in these assays?
HL-60(TB): 85

Results for CC(O)CNC(Cc1ccccc1)c1ccccc1 (stereo unspecified) ?
HL-60(TB): 90

Results for O=C1CC(=O)N(c2ccccc2)O1 ?
HL-60(TB): 103

What do the screens show for `CCOCCOC(=O)c1ccccc1C(=O)OCCOCC`?
HL-60(TB): 84

Results for C#CCOc1ccc(C(Nc2cc(C)cc(C)c2)c2nnnn2C2CCCCC2)cc1OC (stereo unspecified) ?
HL-60(TB): 100

Results for CCC(C)OC(=Nc1cccc2ccccc12)Nc1cccc2ccccc12 (stereo unspecified) ?
HL-60(TB): 100

How did Cc1nc2ccc(-c3ccccc3)cc2s1 do in these assays?
HL-60(TB): 102&56

What do the screens show for `COc1ccc(/C=C\C(=O)/C=C/C=C/c2ccccc2)cc1`?
HL-60(TB): 85

What do the screens show for `COc1cc(Cl)cc(-c2nn(-c3cccc(NC(=O)c4ccc(Cl)c(Cl)c4)c3)cc2-c2ccncc2)c1`?
HL-60(TB): 94

Results for CC(OC1CCCCO1)C1CCC2C3CCC4=CC(=O)CCC4(C)C3CCC12C (stereo unspecified) ?
HL-60(TB): 46

What do the screens show for `CC1=CC(=O)CC(C)(C)[C@@]1(O)/C=C/C(C)=C\C(=O)O`?
HL-60(TB): -42*

Results for CC12OOC(C)(OO1)C2CCC(=O)OCCNc1ccnc2cc(Cl)ccc12 (stereo unspecified) ?
HL-60(TB): -40*

Results for COc1ccc(Cc2nn(CC(=O)N/N=C/c3ccc(C(F)(F)F)cc3)c(=O)c3c(C)noc23)cc1 ?
HL-60(TB): 104

Results for COc1cc2c(c(OC)c1OC)C(=O)CC(c1cccc(NC(=O)c3cccc([N+](=O)[O-])c3)c1)O2 (stereo unspecified) ?
HL-60(TB): 26

How did CCCCCCCCCCCCCCSSCCCCCCCCCCCCCC do in these assays?
HL-60(TB): 140

What do the screens show for `Cc1c(Cl)c(C)c(Cc2c(C)c(Cl)c(C)c(Cl)c2O)c(O)c1Cl`?
HL-60(TB): 10

Results for OCc1c(CO)c(-c2ccc(Cl)c(Cl)c2)n2c1CCC2 ?
HL-60(TB): 90

How did Nn1c(=O)c(=O)[nH]c2c(cnn2-c2ccccc2)c1=O do in these assays?
HL-60(TB): 99

How did N/C(=N\N=C\c1cc2ccccc2s1)N/N=C/c1cc2ccccc2s1 do in these assays?
HL-60(TB): 94

What do the screens show for `CCNC(=O)NCC`?
HL-60(TB): 111

What do the screens show for `CC(CCCCCCCCC(=O)CCCCCCCCCC(O)COC1OC(CO)C(O)C(O)C1O)/C(O)=C1\C(=O)NC(Cc2ccc(O)cc2)C1=O` (stereo unspecified)?
HL-60(TB): 99

What do the screens show for `C=CCC(CCC(CC=C)C(=O)OCC)C(=O)OCC` (stereo unspecified)?
HL-60(TB): 100

Results for CC1(C)CC(=O)c2cc(O)ccc2O1 ?
HL-60(TB): 95

Results for C=CCNC(=O)C(Br)C(C)C (stereo unspecified) ?
HL-60(TB): 92

What do the screens show for `O=c1[nH][nH]c(-c2ccc(Cl)cc2)c1-c1nc2ccccc2s1`?
HL-60(TB): 99

How did CC(=O)N1CCCC1=O do in these assays?
HL-60(TB): 100

How did O=[N+]([O-])c1ccc(/C=C/c2ccc([N+](=O)[O-])cc2S(=O)(=O)O)c(S(=O)(=O)O)c1 do in these assays?
HL-60(TB): 100&101

How did COc1ccc(/C=C2\N=C3SCC(=O)N3C2=O)cc1 do in these assays?
HL-60(TB): 72

What do the screens show for `C=CCn1c(SCC(=O)c2ccccc2)nnc1-c1c[nH]c2ccccc12`?
HL-60(TB): 96

What do the screens show for `O=C(N=Nc1c(O)[nH]c2ccccc12)c1oc2ccccc2c1CN1CCN(c2ccccc2)CC1`?
HL-60(TB): 50

What do the screens show for `COc1ccc(C2N(NC(=O)Nc3ccc(F)cc3)C(=O)c3ccccc3N2C)cc1` (stereo unspecified)?
HL-60(TB): 100

Results for CC(C(=O)O)S(=O)(=O)Cc1ccccc1 (stereo unspecified) ?
HL-60(TB): 98

What do the screens show for `Nc1c(S(=O)(=O)O)cc(Nc2ccc(S(=O)(=O)O)c(Nc3nc(Cl)nc(Cl)n3)c2)c2c1C(=O)c1ccccc1C2=O`?
HL-60(TB): 99

Results for CC1=NCCN1CCN ?
HL-60(TB): 89

Results for CC1SC(c2ccccc2Br)N(NC(=O)CCC(=O)c2nc3ncccc3[nH]2)C1=O (stereo unspecified) ?
HL-60(TB): 100

Results for CC(C)CNC(=O)C1(N2C(=O)c3ccccc3C2=O)CCCC1 ?
HL-60(TB): 101

What do the screens show for `CCCCC1(COC(=O)CCC(=O)O)C(=O)N(c2ccccc2)N(c2ccccc2)C1=O`?
HL-60(TB): 105

Results for C#CCOC(=O)Cc1ccccc1 ?
HL-60(TB): 114

What do the screens show for `CC(C)(C)CC(C)(C)c1ccc(OCCO)cc1`?
HL-60(TB): 92

Results for Cc1cc(-c2nc3ccccc3s2)c(=O)n(NS(=O)(=O)c2ccc(Cl)cc2)c1C ?
HL-60(TB): 104

How did CC(/C=C/c1ccc(Br)cc1)=N\OCC(N)=O do in these assays?
HL-60(TB): 94

Results for COc1ccc2[nH]cc(/C=C3\C(=O)Nc4ccccc43)c2c1 ?
HL-60(TB): -32*

What do the screens show for `CCNCCNc1cc(-c2ccc(C(=O)OC)cc2)c(C#N)c2nc3ccccc3n12`?
HL-60(TB): -57*

Results for Cc1nnc(-c2ccccc2)o1 ?
HL-60(TB): 149

How did CC1CCc2c(sc3nc(Nc4ccccc4)n(N)c(=O)c23)C1 (stereo unspecified) do in these assays?
HL-60(TB): 94

What do the screens show for `C#CC(C(C)C)N(CCO)CCCC` (stereo unspecified)?
HL-60(TB): 108

Results for Clc1cccc(Cl)c1/C=C/c1cc(/C=C/c2c(Cl)cccc2Cl)[nH]n1 ?
HL-60(TB): 13

Overlap with the part before: 6 entries, followed by the next part.
Results for COc1ccc2[nH]cc(/C=C3\C(=O)Nc4ccccc43)c2c1 ?
HL-60(TB): -32*

What do the screens show for `CCNCCNc1cc(-c2ccc(C(=O)OC)cc2)c(C#N)c2nc3ccccc3n12`?
HL-60(TB): -57*

Results for Cc1nnc(-c2ccccc2)o1 ?
HL-60(TB): 149

How did CC1CCc2c(sc3nc(Nc4ccccc4)n(N)c(=O)c23)C1 (stereo unspecified) do in these assays?
HL-60(TB): 94

What do the screens show for `C#CC(C(C)C)N(CCO)CCCC` (stereo unspecified)?
HL-60(TB): 108

Results for Clc1cccc(Cl)c1/C=C/c1cc(/C=C/c2c(Cl)cccc2Cl)[nH]n1 ?
HL-60(TB): 13

How did NC(N)=NC(N)=Nc1ccc(Cl)cc1 do in these assays?
HL-60(TB): 48

What do the screens show for `C=CCCC1(C2=CCCCC2)C(=O)NC(=O)NC1=O`?
HL-60(TB): 83

What do the screens show for `CCOC(=O)C/C(C)=N\O`?
HL-60(TB): 94

How did CCCCSc1nc(NC2CC2)c(C#N)c(-c2ccc(OC)cc2)n1 do in these assays?
HL-60(TB): 79

How did Cc1ccc2[nH]c(=O)c3c(c2c1)Oc1ncn2nc(C)nc2c1C3c1ccc(Cl)cc1 (stereo unspecified) do in these assays?
HL-60(TB): 82

What do the screens show for `CCOc1ccc(C(=O)Nc2ncc(Cc3ccc(F)cc3)s2)cc1`?
HL-60(TB): 1.5*

How did O=C(O)c1ccc(-n2cc(/C=N/Nc3ccc(Cl)cc3)c(-c3ccc(F)c(F)c3)n2)cc1 do in these assays?
HL-60(TB): 27

How did Cc1ccc(S(=O)(=O)c2nc(S(=O)(=O)c3ccc(Cl)cc3)c(N3CCN(C)CC3)s2)cc1 do in these assays?
HL-60(TB): 44

What do the screens show for `CC1=C(C=C(Cl)Cl)CC(=O)C=C1`?
HL-60(TB): 97

What do the screens show for `COc1ccc2nc(N=Nc3c(O)ccc4ccccc34)sc2c1`?
HL-60(TB): 4.5*

Results for c1ccc(Cn2nc(-c3ccccc3)c3c2CCc2cnoc2-3)cc1 ?
HL-60(TB): 94

How did O=C(Nc1ccc(OCc2nnc(-c3ccc(Cl)cc3)o2)c(F)c1)c1cccc(C(F)(F)F)c1 do in these assays?
HL-60(TB): 106

What do the screens show for `C=C1SCCC1NC(C)=O` (stereo unspecified)?
HL-60(TB): 98

What do the screens show for `Cn1c(=O)c2c(nc(Cl)n2CCl)n(C)c1=O`?
HL-60(TB): 46

How did O=C(OCC(O)C(O)C(O)C(SCc1ccccc1)SCc1ccccc1)c1ccccc1 (stereo unspecified) do in these assays?
HL-60(TB): 104

How did COc1ccc(-c2nc(SCC(=O)Nc3nc(-c4ccccc4)cs3)[nH]c(=O)c2C#N)cc1 do in these assays?
HL-60(TB): 92

Results for Cc1ccc(Cl)c(NC(=O)CN2CCOCC2)c1 ?
HL-60(TB): 88

How did C/C=C/C(=O)OC/C=C(\C)CCC=C(C)C do in these assays?
HL-60(TB): 69

How did O=C(O)CCCCOc1ccc([N+](=O)[O-])cc1Cl do in these assays?
HL-60(TB): 106

Results for Cc1[nH]nc2ccc3nc(-c4ccc5[nH]ncc5c4)c4c(c3c12)CCCC4 ?
HL-60(TB): -16*

What do the screens show for `O=C1CSC(=S)N1/N=C/c1ccc(Cl)s1`?
HL-60(TB): 91

Results for O=C(NNC(=O)c1ccc2ccccc2c1)c1ccc(Cl)cc1 ?
HL-60(TB): 93

What do the screens show for `O=C(O)C(c1ccccc1)C1CCCCC1O` (stereo unspecified)?
HL-60(TB): 87

Results for Cc1cc(C)c2ccc(NC(=O)c3ccccc3)nc2n1 ?
HL-60(TB): 99

What do the screens show for `Cc1ccc2c(CSc3nc(-c4c(Cl)cccc4Cl)c(C#N)c(=O)[nH]3)cc(=O)oc2c1`?
HL-60(TB): 71

What do the screens show for `CC1CCCC12NC(=O)NC2=O` (stereo unspecified)?
HL-60(TB): 98

How did Brc1ccc(Br)nn1 do in these assays?
HL-60(TB): -33*

Results for CC(C)Cc1ccc(CC(C)C)c(OCCOCCOCCO)c1 ?
HL-60(TB): 102

How did COc1cc(-c2nn(-c3ccc(NC(=O)c4ccc(Cl)c(C(F)(F)F)c4)cc3)cc2-c2ccncc2)ccc1Cl do in these assays?
HL-60(TB): 12
